Bioassay records: PubChem, The Scripps Research Institute Molecular Screening Center
LEDGF integ inh: blocks HIV-1 LEDGF/p75-dependent DNA integration; TR-FRET IN-LEDGF/p75 DNA integration, Eu/Cy5; inhibition, % at 3.7 µM; 370,000 tested, 0.64% active;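 active = inhibition above the screen-wide mean plus 3 SD, cut at about 13% in these data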;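 also: signal is the Cy5 over europium emission ratio at 671 and 618 nm; 0% = plate median of compound wells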
proKLK7 act: activates the human kallikrein-7 zymogen. P49862. purified proKLK7, EDANS-DABCYL substrate fluorescence; 100% is mature enzyme control, 0% vehicle. activation, % at 7 µM. 370,000 tested, 0.9% active. AID 652039;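 active = activation above the mean of all tested compounds plus 3 SD, computed per campaign excluding outliers beyond control limits, cut at about 13% in these data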
TDP2 absorb: blocks human TDP2 phosphodiesterase activity; recombinant TDP2, T5PNP hydrolysis, p-nitrophenol absorbance 415 nm; inhibition, % at 12.8 µM; 370,000 tested, 0.34% active;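 active = inhibition above the mean of all tested compounds plus 3 SD, set per campaign, cut at about 25% in these data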;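 also: 0% = DMSO with enzyme and 100% = buffer with substrate but no TDP2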
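Assay system: Recombinant human TDP2 | Quantity: 120 nM TDP2 per well | Incubation: 2 h at 37 °C | Signal: Epi absorbance | Evaluation: Percent inhibition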
ADAM17 inh: inhibits human ADAM17 | P78536 | recombinant ADAM17, EDANS/DABCYL FRET peptide cleavage | inhibition, % at 6.95 µM | 370,000 tested, 0.83% active;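 active = inhibition above the mean of compounds lying between control limits plus 3 SD, set per campaign, cut at about 8.5% in these data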;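 also: 0% = DMSO-only wells as the low control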
PLC-gamma1 inh: blocks human PLC-gamma1 enzyme activity; inhibition, % at 12.2 µM; purified PLC-gamma1, fluorogenic substrate, fluorescence; 370,000 tested, 0.84% active; AID 720700; in the data active = inhibition above about 9.5%
ADAM10 inh: inhibits human ADAM10; O14672; recombinant ADAM10, EDANS/DABCYL FRET peptide cleavage, 3 h; inhibition, % at 7 µM; 370,000 tested, 0.62% active;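 active = inhibition above a per-campaign cutoff equal to the mean of compounds falling between control-based bounds plus 3 SD, cut at about 20% in these data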;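 also: 0% = DMSO wells while the 100% control is not disclosed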
Target sequence (O14672 214-748 limits assumed): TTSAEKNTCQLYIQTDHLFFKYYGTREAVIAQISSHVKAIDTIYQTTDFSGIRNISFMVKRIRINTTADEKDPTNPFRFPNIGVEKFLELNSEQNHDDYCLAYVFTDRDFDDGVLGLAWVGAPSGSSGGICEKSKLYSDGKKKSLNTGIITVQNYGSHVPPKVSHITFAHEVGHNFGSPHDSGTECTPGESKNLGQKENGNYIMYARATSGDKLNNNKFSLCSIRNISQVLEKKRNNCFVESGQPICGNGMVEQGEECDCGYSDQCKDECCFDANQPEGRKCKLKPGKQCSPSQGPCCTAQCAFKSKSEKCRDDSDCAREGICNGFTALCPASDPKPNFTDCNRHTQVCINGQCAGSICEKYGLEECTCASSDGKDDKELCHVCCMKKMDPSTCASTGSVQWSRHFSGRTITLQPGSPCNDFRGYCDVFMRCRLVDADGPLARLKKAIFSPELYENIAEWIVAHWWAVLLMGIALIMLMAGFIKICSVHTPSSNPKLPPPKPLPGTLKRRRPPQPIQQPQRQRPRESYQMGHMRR
ARFGAP1 inhibitor: inhibits rat ARF GTPase activating protein 1 | Q62848 | Arfgap1-stimulated ARF1 GTP hydrolysis, GDP FP detection | inhibition, % at 16.5 µM | 360,000 tested, 0.26% active | AID 651572;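 active = inhibition above a per-plate limit, mean inhibition of low control wells plus 3 SD, cut at about 25% in these data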;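 also: 0% = DMSO wells with enzyme and 100% = wells lacking Arfgap1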
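Assay system: purified rat His6-Arfgap1 residues 1-136 (GAP domain); Reagent: human Δ17 ARF1 bound to GTP; Dosing: 16.5 µM single point, 1.26% DMSO; Times: GTP hydrolysis reaction 2 h at 25 °C; Signal: FP, GDP Alexa 633 tracer displaced from anti-GDP antibody, 620/688 nm; Measure: % inhibition from polarization.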
DDE Tn7 FP inh: DD(E)-Tn7 binding inhibition, primary FP screen; 370,000 tested, 0.13% active; inhibition, % at 8.3 µM; AID 720508; FP displacement of FITC-Tn7 peptide from fibrin DD(E); 0% = median of compound wells per plate; P02675;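 active = inhibition above the mean of compounds falling within the control limits plus 3 SD of them, cut at about 14% in these data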;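 also: 0% = plate median of compound wells and 100% = 10 µM Aha-Tn7 peptide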
Target sequence (P02675 whole entry, looked up): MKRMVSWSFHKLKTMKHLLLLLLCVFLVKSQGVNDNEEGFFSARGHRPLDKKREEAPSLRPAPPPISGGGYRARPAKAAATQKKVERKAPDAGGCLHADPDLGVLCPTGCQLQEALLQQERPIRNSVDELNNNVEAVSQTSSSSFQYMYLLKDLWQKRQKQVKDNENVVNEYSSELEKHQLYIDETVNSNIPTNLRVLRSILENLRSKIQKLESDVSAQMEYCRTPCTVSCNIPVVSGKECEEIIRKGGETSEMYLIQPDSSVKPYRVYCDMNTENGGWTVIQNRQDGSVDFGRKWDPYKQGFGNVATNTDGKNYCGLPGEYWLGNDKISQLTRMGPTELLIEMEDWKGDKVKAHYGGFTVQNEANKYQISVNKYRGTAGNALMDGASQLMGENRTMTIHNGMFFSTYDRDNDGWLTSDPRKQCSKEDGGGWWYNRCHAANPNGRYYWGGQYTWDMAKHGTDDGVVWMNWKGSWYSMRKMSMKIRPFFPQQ
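Also added: labelled Tn7 tracer, 0.1 µM; Assay system: human fibrin DD(E) protein; Amount: 2 µM fibrin DD(E); Schedule: 10 min compound pre-incubation, 3 h probe incubation at room temperature; Repeats: one replicate per compound; Read-out basis: percent inhibition; Measured by: fluorescence polarization of the labelled Tn7 tracer.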
ASAP1 GAP inh: blocks human ASAP1-stimulated Arf1 GTP hydrolysis | Q9ULH1 | GDP FP detection | inhibition, % at 16.5 µM | 360,000 tested, 0.19% active | AID 624377; in the data active = inhibition above about 25%;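 also: 0% = vehicle with enzyme and substrate and 100% = no enzyme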
Tn6 DDE FP: disrupts Tn6 cyclic peptide binding to fibrin D-Dimer-E complex; inhibition, % at 8.3 µM; AID 720509; P02675; Fibrin DD(E) TRITC-Tn6 fluorescence polarization displacement; 370,000 tested, 0.21% active;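 active = inhibition above a per-campaign cutoff: mean of compounds within control limits plus 3 SD, cut at about 15% in these data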;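 also: 0% = median of all compound wells on the plate and 100% = blocking peptide control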
Active calls of the source: *; i = inactive; nt = not tested or not shown; & = joins results of further samples.

SMILES	LEDGF integ inh	proKLK7 act	TDP2 absorb	ADAM17 inh	PLC-gamma1 inh	ADAM10 inh	ARFGAP1 inhibitor	DDE Tn7 FP inh	ASAP1 GAP inh	Tn6 DDE FP
O=C(Nc1ccccc1Sc1ccccc1)c1ccc(F)cc1	-1	1.4	-6	2	-2	11	1	6	5	4
COC(=O)c1ccc(CO/N=C/c2ccccc2OC)cc1	-3	-0.4	12	0	-1	7	1	0	6	-6
CCCSc1nnc(NC(=O)CSc2sc3c(O)cc(=O)[nH]c3c2C#N)s1	8	-0.2	14	-4	-10	-4	-10	-3	16	-5
Cc1ccc(-c2nn(-c3ccc(F)cc3)cc2C(=O)NCCCN2CCCC2=O)cc1	0	0.7	8	0	1	-12	9	5	0	-3
Cc1onc(-c2c(Cl)cccc2Cl)c1C(=O)N1C(C)CCCC1C (configuration not stated)	1	-0.2	11	0	-1	-4	-1	3	-3	7
CN(Cc1ccccc1)C(=O)OCc1cn(Cc2ccccc2C(F)(F)F)nn1	6	0.0	6	2	0	5	nt	-4	nt	-3
O=C(NCc1ccc2c(c1)OCO2)c1ccc(S(=O)(=O)N2CCCCC2)cc1	4	-0.1	1	-3	-2	-5	5	3	3	-2
CC(C)(C)C(CCl)C(=O)NN=C(c1ccccc1)c1ccccc1 (configuration not stated)	-1	0.1	2	0	3	-4	7	-5	9	-6
COc1ccc(CN(CC2CCC(C(=O)O)CC2)C(=S)Nc2cc(Cl)ccc2OC)cc1 (configuration not stated)	4	-0.5	19	-2	1	0	8	-2	8	-8
CC(C)c1c(C(=O)N/N=C/c2ccc(-c3ccccc3)cc2)nnn1-c1nonc1N	-1	0.2	7	-2	2	-1	3	-5	6	3
COc1ccc([C@H]2/C=C\CN(C(=O)c3ccc(C)cc3)[C@@H](C)C(=O)N2Cc2ccc(F)cc2)cc1	2	0.1	2	2	2	15	-8	-3	-2	2
CC(=O)c1c(C)n(-c2cccc(Cl)c2)c2ccc(O)cc12	3	0.6	-16	5	1	2	1	-2	0	-3
COc1cccc(OCC(=O)NNC(=O)c2ccc3ccccc3c2O)c1	-12	-8.4	-7	-150	-70	-428	-2	-2	-8	-6
CC(C)C(c1nnnn1Cc1ccccc1)N1CCC(C(N)=O)CC1 (configuration not stated)	1	-0.3	-4	-5	-2	0	6	-3	-3	-2
Cc1ccn2c(=O)nc(SCC(=O)NC3CCCCC3)nc2c1	6	0.6	-1	-2	1	-10	7	-6	-2	4
Cc1sc2nc(SCC(=O)N3CCCCC3)[nH]c(=O)c2c1C	0	0.1	2	-3	-1	-1	8	-5	0	-3
CCOc1cccc(NC(=O)c2cccc(F)c2)c1	-3	-0.7	-4	0	0	-3	-2	-2	-3	-1
CN1CCN(C(=O)Nc2cccc3ccccc23)CC1	-1	-20	4	-86	-89	-270	-2	2	11	1
Cn1c(-c2ccccc2)cnc1NCc1cccc([N+](=O)[O-])c1	-5	0.3	-5	-2	4	-5	-3	4	4	-4
CC1CCCCC12NC(=O)N(CC(=O)c1ccc(Cl)s1)C2=O (configuration not stated)	7	1.1	11	0	3	-1	-3	-1	-13	3
O=C(NNC(=S)NC1CCCCC1)c1ccc2c(c1)OCO2	-2	-1.0	-5	1	-2	4	-3	3	0	5
O=C(O)COCC(=O)N1CCc2c([nH]c3ccccc23)C1C(F)(F)F (configuration not stated)	1	0.5	8	0	0	2	-4	-1	-4	7
COc1ccc(-n2ncc3c2CC(C)(C)CC3NC(=O)Cc2nonc2C)cc1 (configuration not stated)	-1	-0.1	-1	-4	-2	0	8	2	-9	-8
O=C(NNC1=NS(=O)(=O)c2ccccc21)C1CC(=O)N(c2ccccc2)C1 (configuration not stated)	0	-1.1	-5	-1	1	1	-7	1	9	-1
C[C@@H]1O[C@@H](O[C@H]2[C@H](Oc3cc(O)c4c(c3)O[C@H](c3ccc(O)cc3)CC4=O)O[C@H](CO)[C@@H](O)[C@@H]2O)[C@H](O)[C@H](O)[C@H]1O	0	-1.8	-8	0	-2	6	1	8	7	9
CN(CCOC(=O)/C=C/c1ccccc1)C(C)(C)C	1	-0.6	-6	1	4	1	-10	-4	-1	0
CC(=O)Nc1ccc(S(=O)(=O)N2CCSC2c2ccccc2)cc1 (configuration not stated)	-2	-0.4	-9	4	0	6	11	-1	-7	-4
O=C1CCC/C1=C/Nc1cccc(F)c1	-1	0.3	3	-3	3	-1	-4	2	4	6
Cc1ccsc1C1C(C#N)=C(N)OC2=C1C(=O)CCC2 (configuration not stated)	-5	0.1	-2	-5	-1	-7	5	-4	-8	-5
Cc1cc(OCCCn2ccnc2)ccc1[N+](=O)[O-]	7	0.1	5	4	5	17	-10	0	-18	-2
O=C(NCc1ccco1)C(c1ccc(F)cc1)N(Cc1cccnc1)C(=O)Cn1nnc2ccccc21 (configuration not stated)	0	0.0	-11	3	6	4	0	5	-4	2
O=C(CCc1nnc(CCc2c[nH]c3ccccc23)o1)NC1CCC1	-1	0.7	7	0	0	2	0	-5	1	-1
CC(C)CC1Nc2ncnc(N3CCOCC3)c2N(Cc2ccc(Cl)cc2)C1=O (configuration not stated)	-1&7	0.1&-0.5	6&10	2&-3	0&0	3&-27	-3&-5	-10&4	10&-8	-1&-8
COc1cccc(Cn2nnc(C(=O)NCc3ccc(F)cc3)c2N)c1	-1	-0.6	2	2	0	0	-7	-7	5	1
Cc1ccc(CSCC(=O)N(C)CC(=O)Nc2ccccc2C(F)(F)F)cc1	1	0.5	0	1	-1	-3	3	-1	-7	-3
Cc1ccc(S(=O)(=O)N2CCN(C(=O)COC(=O)CCc3ccccc3)CC2)c(C)c1	-3	0.3	8	-3	4	-13	4	5	-11	1

Three compounds from above, sorted by the value under ADAM10 inh, descending.
SMILES	LEDGF integ inh	proKLK7 act	TDP2 absorb	ADAM17 inh	PLC-gamma1 inh	ADAM10 inh	ARFGAP1 inhibitor	DDE Tn7 FP inh	ASAP1 GAP inh	Tn6 DDE FP
C[C@@H]1O[C@@H](O[C@H]2[C@H](Oc3cc(O)c4c(c3)O[C@H](c3ccc(O)cc3)CC4=O)O[C@H](CO)[C@@H](O)[C@@H]2O)[C@H](O)[C@H](O)[C@H]1O	0	-1.8	-8	0	-2	6	1	8	7	9
CN(CCOC(=O)/C=C/c1ccccc1)C(C)(C)C	1	-0.6	-6	1	4	1	-10	-4	-1	0
O=C1CCC/C1=C/Nc1cccc(F)c1	-1	0.3	3	-3	3	-1	-4	2	4	6

Following part
SMILES	LEDGF integ inh	proKLK7 act	TDP2 absorb	ADAM17 inh	PLC-gamma1 inh	ADAM10 inh	ARFGAP1 inhibitor	DDE Tn7 FP inh	ASAP1 GAP inh	Tn6 DDE FP
CCn1c(SCC(=O)N2CCN(c3cccc(Cl)c3)CC2)nc2ccccc2c1=O	-2	0.2	4	-4	2	1	-1	0	-1	-3
O=C(COc1ncnc2sccc12)Nc1cccc(S(=O)(=O)N2CCCC2)c1	-3	-0.8	5	-8	-5	-9	0	3	5	-5
Cc1nc2ccccn2c1C(=O)N/N=C/c1ccccc1[N+](=O)[O-]	-3	0.3	4	-5	-4	-12	-11	3	11	4
COc1ccc(N2C(=O)C(Cc3ccccc3)NC2=S)cc1 (configuration not stated)	0	0.2	16	1	0	-3	12	-3	-9	-7
CCN(CC)C(=O)[C@H]1CC(CC(=O)NCCCN(C)C)C(=O)N2CCc3c([nH]c4ccccc34)[C@]12C (some centres not stated)	-5	-0.1	7	-5	-1	-16	-4	8	-2	1
CCOC(=O)C1=C(C)OC(N)=C(C#N)C1c1cc(F)ccc1F (configuration not stated)	0	0.1	-2	0	-2	9	12	4	-1	-6
CCCOc1c(OC)cccc1C1CC(=O)Nc2cc3c(cc21)OCO3 (configuration not stated)	-1	0.3	-9	5	0	4	2	1	-7	3
COCCCn1c(C)nnc1SCC(=O)Nc1cccc(C)c1	-3	-0.4	6	-2	3	-6	-6	-1	1	2
N#Cc1cnn2c(-c3ccc(Cl)cc3Cl)ccnc12	8	20*	-8	-227	i	i	5	5	-4	0
Cc1cccc(-n2c3nc(=O)[nH]c(=O)c-3cc3cc([N+](=O)[O-])ccc32)c1	4	1.4	54*	-9	-3	-36	0	6	-4	0
CCOc1ccc(N2CC(C(=O)Nc3cccc(S(=O)(=O)N4CCCC4)c3)CC2=O)cc1 (configuration not stated)	0	-0.1	-8	4	6	-5	3	-6	15	3
Cc1cc(C)nc(N/N=C/c2ccc([N+](=O)[O-])o2)n1	9	-0.2	-5	1	4	4	2	3	-8	0
CCc1ccc(OCC(=O)NC(NC(=S)Nc2ccccc2OC)C(Cl)(Cl)Cl)cc1 (configuration not stated)	4	0.4	1	-1	0	3	10	-1	-6	-3
Cc1ccc(C)c(C(=O)CSc2n[nH]c(C(C)C)n2)c1	-1	-0.1	6	-3	-1	-4	-10	1	2	0
C/C(=N\S(=O)(=O)c1ccc(C)cc1)NC(=S)Nc1ccccc1	-2	-0.7	5	1	0	0	8	0	10	-2
CC1(Oc2ccccc2-c2ccn[nH]2)CCN(Cc2ccc(OC(F)(F)F)cc2)C1 (configuration not stated)	-1	-0.1	4	1	3	-2	2	9	11	2
Cc1ccccc1N(C(=O)CCC(=O)Nc1ccccn1)C(C(=O)NC(C)C)c1ccc(F)cc1 (configuration not stated)	3	-0.3	12	1	2	8	-5	3	-2	0
Cc1ccc2nc(SCC(=O)c3ccc4c(c3)NC(=O)CO4)[nH]c2c1	-6	0.1	2	-3	-4	0	-4	3	-3	0
Nn1cnc2c(ncn2C2OC(CO)C(O)C2O)c1=O (configuration not stated)	3	-0.3	13	-4	4	-10	1	2	-2	-1
CC1(C)CC(=O)C=C(NCc2cccc(C(F)(F)F)c2)C1	1	0.2	-17	2	1	3	-1	-5	-10	2
CCCCc1nc2cc(C(=O)NC3CCOC(C)(C)C3)ccc2o1 (configuration not stated)	3	0.2	-14	2	6	-1	-1	-3	1	-1
CCc1n[nH]c(=O)n1Cn1c(CC)n[nH]c1=O	0	0.0	-3	-1	5	1	7	-3	-1	-6
CNC(=O)CSc1nnc(-c2ccco2)n1-c1cc(C)ccc1C	-2	-0.1	11	-5	0	-13	-7	1	12	8
COc1ccc(CN(CC(=O)NCC2CCCO2)C(=O)CCC(=O)Nc2cc(C)on2)cc1 (configuration not stated)	-1	0.2	-9	8	3	5	-6	-5	-5	3
O=C(N/N=C/c1cccc(OC(=O)c2cccc(Br)c2)c1)c1cccnc1	4	-0.4	2	-2	-2	15	4	-2	5	0
